NCI-60 one-dose screen, 48 h, at 10 µM unless noted. Numbers give growth in % (100 = growth as untreated, 0 = no growth, -100 = all killed).
SN12C: SN12C renal cancer cells; 3.8% of 81,000 active
UO-31: UO-31 renal cancer. 5.2% of 81,000 active. AID 1794768
SF-539: SF-539 CNS cancer. 6.8% of 81,000 active. AID 1794752
786-0: 786-0 renal cancer cells. 5.1% of 81,000 active. AID 1794775
DU-145: DU-145 prostate cancer; 4.2% of 81,000 active
SF-268: SF-268 CNS cancer cells; 3.1% of 82,000 active; AID 1794759
SF-295: SF-295 CNS cancer cells; AID 1794758; 5.6% of 79,000 active
PC-3: PC-3 prostate cancer cells; 3.9% of 80,000 active
U251: U251 CNS tumor cells | 5.4% of 80,000 active
Active calls of the source: *; & = joins results of further samples; ! = not active in a repeat. How the source made its calls: active means growth percent below 10; inactive means the rest.

`COc1cccc(/C=C2\Oc3cc(C)c(Cl)cc3C2=O)c1` gave SN12C 98.3, UO-31 70.9, SF-539 99.5, 786-0 103.0, DU-145 106.1, SF-268 94.3, SF-295 98.1, PC-3 62.0 and U251 83.9.
CCN1C2CCC1/C(=C\c1ccc(OC)cc1OC)C1=C2[C@@H](c2ccc(OC)cc2OC)C(C#N)=C(N)O1 (stereo partly specified) was read as SN12C 69.9, UO-31 47.9, SF-539 74.8, 786-0 76.5, DU-145 91.0, SF-268 86.2, SF-295 73.5 and PC-3 59.4.
For C=C(C(N)=O)C(N)C(=O)O (stereo unspecified) the results were SN12C 108.5, UO-31 97.6, SF-539 110.0, 786-0 92.8, DU-145 99.9, SF-268 106.4, SF-295 111.7 and PC-3 103.2.
For CCc1onc(-c2noc(CC)c2C)c1C the results were SN12C 99.9, UO-31 89.5, SF-539 100.9, 786-0 106.1, DU-145 108.9, SF-268 100.8, SF-295 106.9, PC-3 98.4 and U251 106.8.
For CC[C@H](CC[C@@H](C)[C@H]1CC[C@H]2[C@@H]3/C(=C/c4cccnc4)C(=O)C4=CC(=O)CC[C@]4(C)[C@H]3CC[C@]12C)C(C)C the results were SN12C 86.3, UO-31 65.4, SF-539 104.9, 786-0 104.6, DU-145 102.7, SF-268 103.1, SF-295 86.5, PC-3 66.7 and U251 0.7*.
`CCCCCCCCCCCCCCCC(=O)OCCCCCCCCCC` gave SN12C 104.9, UO-31 97.7, SF-539 98.5, 786-0 114.6, DU-145 108.4, SF-268 108.7, SF-295 111.3, PC-3 103.0 and U251 103.4.
C[C@H](C(=O)N[C@@H](Cc1ccc(-c2ccccc2)cc1)C(=O)NC1CC(C)(C)N(C)C(C)(C)C1)c1ccc(-c2ccccc2)c(F)c1 was read as SN12C -59.2*, UO-31 -80.9*, SF-539 -79.5*, 786-0 -91.3*, DU-145 -83.1*, SF-268 -70.9*, SF-295 -66.0*, PC-3 -70.5* and U251 -74.7*.
`CCc1cccc(C(=O)O)c1N` gave SN12C 102.7, UO-31 76.6, SF-539 103.7, 786-0 100.2, SF-268 92.3, SF-295 97.5, PC-3 96.5 and U251 102.9.
Nc1ccccc1C(=O)NO was read as SN12C 97.3, UO-31 101.8, SF-539 105.2, 786-0 100.0, DU-145 117.7, SF-268 108.0, SF-295 111.6, PC-3 90.5 and U251 109.9.
`COc1cccc(-c2cc(-c3ccc(OC)c(S(N)(=O)=O)c3)[nH]c(=O)c2C#N)c1` gave SN12C 105.6, UO-31 95.0, SF-539 98.0, 786-0 94.4, DU-145 102.8, SF-268 122.1, SF-295 100.7, PC-3 101.4 and U251 101.6.

Reprinted at random: four entries already listed
For CCc1onc(-c2noc(CC)c2C)c1C the results were SN12C 99.9, UO-31 89.5, SF-539 100.9, 786-0 106.1, DU-145 108.9, SF-268 100.8, SF-295 106.9, PC-3 98.4 and U251 106.8.
For C=C(C(N)=O)C(N)C(=O)O (stereo unspecified) the results were SN12C 108.5, UO-31 97.6, SF-539 110.0, 786-0 92.8, DU-145 99.9, SF-268 106.4, SF-295 111.7 and PC-3 103.2.
CCN1C2CCC1/C(=C\c1ccc(OC)cc1OC)C1=C2[C@@H](c2ccc(OC)cc2OC)C(C#N)=C(N)O1 (stereo partly specified) was read as SN12C 69.9, UO-31 47.9, SF-539 74.8, 786-0 76.5, DU-145 91.0, SF-268 86.2, SF-295 73.5 and PC-3 59.4.
C[C@H](C(=O)N[C@@H](Cc1ccc(-c2ccccc2)cc1)C(=O)NC1CC(C)(C)N(C)C(C)(C)C1)c1ccc(-c2ccccc2)c(F)c1 was read as SN12C -59.2*, UO-31 -80.9*, SF-539 -79.5*, 786-0 -91.3*, DU-145 -83.1*, SF-268 -70.9*, SF-295 -66.0*, PC-3 -70.5* and U251 -74.7*.

(cont.)
`Clc1ccc2c([C@H]3CC[C@H](c4c[nH]c5cc(Cl)ccc45)c4[nH]c5cc(Cl)ccc5c43)c[nH]c2c1` gave SN12C 105.9, UO-31 90.8, SF-539 111.9, 786-0 101.5, DU-145 104.4, SF-268 96.3, SF-295 103.9, PC-3 79.8 and U251 99.2.
Screening COc1nc(NC=O)cc(=O)n1C returned SN12C 99.7, UO-31 74.1, SF-539 113.7, 786-0 101.5, DU-145 98.1, SF-268 109.3, SF-295 120.4 and U251 111.7.
Screening O=C(OC12CC3CC(CC(C3)C1)C2)c1ccc(NCc2cc(O)ccc2O)cc1 returned SN12C -3.3*, UO-31 -100.0*, SF-539 -95.6*, 786-0 -90.0*, DU-145 19.9, SF-268 -6.9*, SF-295 -14.7*, PC-3 -16.5* and U251 -64.5*.
`CCN(CC)c1ccc(/C=C2\SC(=O)C(Nc3nnc(-c4cccnc4SCc4ccccc4)o3)C2=O)cc1` (stereo unspecified) gave SN12C 61.4, UO-31 53.7, SF-539 13.8, DU-145 28.9, SF-268 57.3, SF-295 12.2, PC-3 16.9 and U251 3.9*.
Screening CC(=O)NC1CCC(NC(=O)C2CCC3NOC(C4CCCCC4)C3C2)CC1 (stereo unspecified) returned SN12C 97.3, UO-31 86.3, SF-539 100.8, 786-0 99.5, DU-145 115.8, SF-268 98.6, SF-295 97.1, PC-3 95.5 and U251 98.4.
For CCOP1(=O)CC(C)=C(Cl)C(P(=O)(OCc2ccccc2)OCc2ccccc2)C1 (stereo unspecified) the results were SN12C 104.1, SF-539 103.4, 786-0 98.8, DU-145 107.8, SF-268 107.3, SF-295 84.6, PC-3 99.3 and U251 95.6.
Screening CC(NP(=O)(c1ccccc1)c1ccccc1)c1ccccc1 (stereo unspecified) returned SN12C 93.5, UO-31 103.3, SF-539 106.1, 786-0 97.4, SF-268 104.1, SF-295 106.6, PC-3 93.4 and U251 93.4.
`CC(=O)O[C@H](C)[C@H]1O[C@H]2CC(=O)O[C@H]2[C@@H]1O` gave SN12C 102.8, UO-31 93.1, SF-539 86.3, 786-0 93.5, DU-145 106.9, SF-268 98.3, SF-295 94.1, PC-3 98.3 and U251 104.3.
`O=c1ncc2c([nH]1)-c1cn(-c3ccccc3)cc1CC2` gave SN12C 95.9, UO-31 96.1, SF-539 106.2, 786-0 101.7, DU-145 123.3, SF-268 119.6, SF-295 108.0 and U251 101.7.
CC(C)(C)c1cccc(C(=O)O)c1 was read as SN12C 85.9, UO-31 89.6, 786-0 102.2, DU-145 110.2, SF-268 98.3, SF-295 101.9, PC-3 93.2 and U251 82.9.
O=C(O)CSC(=S)N1CCOCC1 was read as SN12C 102.8, SF-539 105.1, 786-0 107.8, DU-145 107.8, SF-268 102.5, SF-295 98.2, PC-3 93.7 and U251 105.9.
`Cc1cc(C)c2c(c1)N1OC(C2)C[C@H]1/C=C/c1ccccc1` (stereo partly specified) gave SN12C 92.2, UO-31 79.1, SF-539 111.0, 786-0 102.0, DU-145 117.5, SF-268 106.6, SF-295 107.6 and U251 106.5.
CNC(=O)c1cc(Oc2ccc3nc(NC(=O)NCCCN4CCN(C)CC4)sc3c2)ccn1 was read as SN12C 107.4, UO-31 85.5, SF-539 99.2, DU-145 108.1, SF-268 101.1, SF-295 112.4, PC-3 96.0 and U251 103.6.
`COc1ccc(C(=O)Oc2ccc[nH]c2=O)cc1` gave SN12C 107.2, UO-31 100.7, SF-539 99.3, 786-0 103.1, DU-145 110.4, SF-268 97.8, SF-295 104.8 and U251 90.7.
Cc1cc(=O)[nH]c(SCC(=O)Nc2ccc(-c3nc4ccccc4[nH]3)cc2)n1 was read as SN12C 100.3, UO-31 103.3, SF-539 101.9, 786-0 104.1, DU-145 102.9, SF-268 104.6, SF-295 108.4, PC-3 96.0 and U251 100.9.
`CCOC(=O)C1CC(=O)c2cc(OC)c(OC)cc2C1` (stereo unspecified) gave SN12C 100.3, UO-31 93.6, SF-539 100.5, 786-0 96.2, DU-145 111.0, SF-268 102.3, SF-295 98.1, PC-3 86.4 and U251 103.3.
Screening Cc1ccc(-c2nn(-c3ccccc3)cc2/C=C/C(=O)NNC(=O)Nc2ccc(F)cc2)cc1 returned SN12C 98.0, UO-31 84.0, SF-539 99.9, 786-0 95.1, DU-145 113.6, SF-268 109.6, SF-295 97.3, PC-3 83.4 and U251 96.6.
For COc1ccc(-c2ccc(-c3ccc(C(=N)N)cn3)s2)cc1 the results were SN12C 86.7, UO-31 81.2, SF-539 94.3, 786-0 99.7, DU-145 64.2, SF-268 99.0, SF-295 103.9, PC-3 65.5 and U251 15.3.
Screening COc1ccc2cc(-c3ccc(C(=O)N/N=C/c4ccc(OC)c(OC)c4)c(C)n3)ccc2c1 returned SN12C 102.5, UO-31 94.3, SF-539 100.1, 786-0 103.2, DU-145 101.6, SF-268 103.9, SF-295 105.1, PC-3 95.5 and U251 107.1.
O=C(/C=C/c1ccccc1)c1ccccc1 was read as SN12C 100.0, UO-31 79.3, SF-539 88.2, 786-0 86.9, DU-145 97.7, SF-268 97.2, SF-295 99.1, PC-3 110.9 and U251 75.1.
N#CC(CC(=O)c1ccccc1)c1ccccc1 (stereo unspecified) was read as SN12C 95.6&96.2, UO-31 85.3&73.1, SF-539 102.4&96.0, 786-0 87.6&88.8, DU-145 103.2&106.9, SF-268 91.8&100.9, SF-295 92.9&99.6, PC-3 85.1&88.3 and U251 86.4&93.2.
Cc1ccc(S(=O)(=O)NNc2ccc(-c3ccccc3)nn2)cc1 was read as SN12C 95.1, UO-31 84.7, SF-539 98.2, 786-0 103.1, DU-145 111.7, SF-268 94.8, SF-295 98.1, PC-3 94.2 and U251 100.4.
`Nc1nc(-c2ccccc2Br)nn1-c1nc2ccccc2s1` gave SN12C 100.0, UO-31 104.6, SF-539 99.6, 786-0 104.5, DU-145 110.1, SF-268 97.4, SF-295 101.8, PC-3 103.4 and U251 106.8.
Screening FC(F)(F)c1cc(NC2=NCCN=C(Nc3cc(C(F)(F)F)cc(C(F)(F)F)c3)SS2)cc(C(F)(F)F)c1 returned SN12C 47.2, UO-31 35.1, SF-539 81.3, 786-0 70.6, DU-145 66.6, SF-268 74.2, SF-295 52.6, PC-3 17.1 and U251 23.3.
`Cc1nc(C(F)(F)F)c(F)c(=O)[nH]1` gave SN12C 102.4, UO-31 94.6, SF-539 101.8, 786-0 86.2, DU-145 103.9, SF-268 99.7, SF-295 98.8, PC-3 83.2 and U251 89.8.
For O=C1Nc2ccc(Cl)cc2/C1=C/c1ccc(OCc2ccc(Br)cc2F)cc1 the results were SN12C 34.2&103.2, UO-31 84.4, SF-539 33.3&99.4, 786-0 2.3*!, DU-145 41.1&100.8, SF-268 20.3&98.5, SF-295 22.0&102.8, PC-3 41.4&93.0 and U251 -5.7*!.
For Cn1c(=O)c2c(nc(N/N=C/c3ccccc3Br)n2C)n(C)c1=O the results were SN12C 93.0, UO-31 90.2, SF-539 86.7, 786-0 99.3, DU-145 98.7, SF-268 96.8, SF-295 80.4, PC-3 92.4 and U251 102.9.
Screening Cc1ccc(S(=O)(=O)Nc2cccc3ccccc23)cc1 returned SN12C 91.0, UO-31 73.3, SF-539 96.6, 786-0 96.2, DU-145 104.6, SF-268 98.0, SF-295 95.2, PC-3 76.0 and U251 87.0.
For CCOC(=O)/C(C#N)=C(\C)CCc1ccccc1 the results were SN12C 118.0, UO-31 99.6, SF-539 91.8, 786-0 90.1, DU-145 131.6, SF-268 119.7, SF-295 114.0, PC-3 92.7 and U251 96.4.
c1cc[n+](Cc2ccc3ccccc3n2)cc1 was read as SN12C 96.6, UO-31 76.9, SF-539 93.6, 786-0 104.5, DU-145 109.9, SF-268 94.9, SF-295 96.7, PC-3 75.4 and U251 97.3.
